Screening results deposited in PubChem BioAssay by National Center for Advancing Translational Sciences (NCATS).
a7 integrin act: qHTS for Activators of Integrin-Mediated Alleviation for Muscular Dystrophy. alpha7betagal myoblasts, beta-gal FDG fluorescence, 48 h. 0.064% of 350,000 active. Potency, µM (doses to about 38.3 µM), for inactives: at the top dose activation, hits mostly activators;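 note: potency is the fitted concentration of half-maximal effect; 100% = response of the positive control SU9516; nearly all actives have a fitted effect of over 60% in size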
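Alpha7betagal+/- myoblasts (passage 13) were plated 16-24 hr, then exposed to compounds (1:260 dilution of DMSO stock) for 48 hours at 37C. After MPER lysis, β-galactosidase reporter activity was read as FDG fluorescence (ex 480/em 540) after 30 minutes.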
ELG1 genotoxic: qHTS screen for small molecules that induce genotoxicity in human embryonic kidney (HEK293T) cells expressing luciferase-tagged ELG1; HEK293T ELG1-luciferase reporter, luminescence, 16 h; Potency, µM (top dose mostly 46 µM), for inactives: at the top dose activity change, positive = activation, most hits filed as activators; 1.3% of 330,000 active; note: potency is the fitted concentration of half-maximal effect; % of control where 0% means no effect; nearly all actives have a fitted effect of over 60% in size
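HEK293T cells expressing luciferase-tagged ELG1 were treated with compound or DMSO for 16 hr at 37°C. Luciferase activity was then read after 30 min with ONE-Glo at room temperature; rising signal flags genetic stress.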
TRPV1 ag: HTS Assay for Compounds that Act as Agonists of the Vanilloid Receptor 1; AID 540275, 2011; TRPV1-expressing cells, Fluo-8 calcium influx, agonist mode; 0.19% of 320,000 active; Transient receptor potential cation channel subfamily V member 1 (Homo sapiens), Q8NER1; activation, % at 8.33 µM; in the data active = activation above about 80%; inconclusive = between about 30% and that limit; note: 0% is about no effect
Target sequence (Q8NER1 whole entry, looked up): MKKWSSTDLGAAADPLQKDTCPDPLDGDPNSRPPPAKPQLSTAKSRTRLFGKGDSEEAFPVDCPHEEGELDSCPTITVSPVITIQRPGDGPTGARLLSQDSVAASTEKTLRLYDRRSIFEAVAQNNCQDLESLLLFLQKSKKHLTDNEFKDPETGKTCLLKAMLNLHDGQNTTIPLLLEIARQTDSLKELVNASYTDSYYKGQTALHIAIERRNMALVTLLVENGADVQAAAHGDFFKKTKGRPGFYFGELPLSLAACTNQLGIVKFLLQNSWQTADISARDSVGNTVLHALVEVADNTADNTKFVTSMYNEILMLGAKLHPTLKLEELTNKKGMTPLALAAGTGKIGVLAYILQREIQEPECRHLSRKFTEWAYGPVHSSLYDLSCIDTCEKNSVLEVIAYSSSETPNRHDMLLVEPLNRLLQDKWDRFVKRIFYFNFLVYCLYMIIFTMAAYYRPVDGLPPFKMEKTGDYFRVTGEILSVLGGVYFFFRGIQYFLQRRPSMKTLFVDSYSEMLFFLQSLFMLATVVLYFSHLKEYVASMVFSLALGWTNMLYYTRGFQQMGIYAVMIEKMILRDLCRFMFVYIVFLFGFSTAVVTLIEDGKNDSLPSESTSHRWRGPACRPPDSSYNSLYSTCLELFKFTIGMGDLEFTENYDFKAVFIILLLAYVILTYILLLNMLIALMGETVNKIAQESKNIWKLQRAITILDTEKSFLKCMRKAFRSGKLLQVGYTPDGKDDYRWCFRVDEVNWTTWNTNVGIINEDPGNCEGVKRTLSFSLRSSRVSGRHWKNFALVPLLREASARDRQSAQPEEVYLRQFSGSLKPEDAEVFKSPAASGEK
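Cells expressing TRPV1 were dye-loaded with Fluo-8 and read kinetically: 10 s baseline, 3 min after compound (agonist portion), then 2 min after EC20 capsaicin (allosteric enhancer portion). Calcium-bound dye fluorescence at 480/520 nm.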
BRCA1 expr up: qHTS Assay to Identify Small Molecule Activators of BRCA1 Expression; Potency, µM (doses to about 46.1 µM), without a hit: top-dose activation, usual class: activators; AID 624202, 2012; 1.1% of 380,000 active; MCF7-BRCA1-FFLuc reporter, luminescence, 48 h; response scale: scaled: vehicle 0%, 10 µM genistein 100%; note: potency is the fitted concentration of half-maximal effect; nearly all actives have a fitted effect of over 80% in size; some results filed as inactive show a strong effect at the top dose
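Compounds are tested at multiple concentrations on MCF7 BRCA1-luciferase reporter cells seeded at 2000 per well; after 48 h, a single luminescence end-point is taken and curves fitted to the normalized data.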
PTAP TSG101 blk: qHTS Assay for Iinhibitors of HIV-1 Budding by Blocking the Interaction of PTAP/TSG101 | Tumor susceptibility gene 101 protein (Homo sapiens), Q99816 | Fluorescence polarization, FITC-PTAP peptide / Tsg101 binding | Potency, µM (series often up to 115 µM), for inactives: top-dose activity change, negative = inhibition, most hits filed as inhibitors | 340,000 tested, under 10 active; active = well fitted inhibition curve with a large enough effect in the main read-out, with a control signal flat, not every such curve was filed as active; inconclusive = small, poorly fitted or top-dose-only effect, or effect the other way, or a change in a side signal; inactive = no such curve, though single readings can be large or run the other way; note: potency is the fitted concentration of half-maximal effect; % of control where 0% means no effect
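Fluorescence anisotropy tracks displacement of a FITC-tagged PTAP peptide (50 nM) from the Tsg101 binding domain (10 uM), following a 20 min room-temperature incubation at pH 7.5.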
Eya2 inh: qHTS Assay for Inhibitors of the Phosphatase Activity of Eya2 | AID 488837, 2010 | Potency, µM (top dose mostly 76.9 µM), for the others: at the highest dose activity, negative = inhibition, most hits filed as inhibitors | recombinant Eya2, OMFP fluorescence dephosphorylation (OMFP is methylfluorescein phosphate) | Protein phosphatase EYA2 (Homo sapiens), O00167 | 0.006% of 330,000 active; note: potency is the fitted concentration of half-maximal effect; % is set by controls: 0 for no effect and ±100 for the full control effect
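Eya2 (0.2 uM) preincubated 10 min at ambient with compound, then OMFP substrate added at 50 uM; 10 min reaction in 50 mM HEPES pH 7.5, 50 mM NaCl, 5 uM MgCl2, 0.05% BSA, 1 mM DTT. Fluorescence read at Ex 485/Em 525 nm.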
uPA surface inh: qHTS for Inhibitors of Cell Surface uPA Generation; cell surface uPA generation assay, qHTS; Potency, µM (series often up to 38.3 µM), inactives show at the top dose activity change, negative = inhibition, actives largely listed as inhibitors; 0.31% of 330,000 active; active = well fitted inhibition curve with a large enough effect; inconclusive = small, poorly fitted or top-dose-only effect; inactive = no such curve, though single readings can be large or run the other way; tested in mouse RAW 264.7 cells; note: potency is the fitted concentration of half-maximal effect; % is set by controls: 0 for no effect and ±100 for the full control effect; nearly all actives have a fitted effect of over 55% in size
USP2a inh: qHTS Assay for Inhibitors of Ubiquitin-specific Protease USP2a Using CHOP2 as the Reporter; Ubiquitin carboxyl-terminal hydrolase 2 (Homo sapiens), O75604; AID 463254, 2010; Potency, µM (highest dose often 38.3 µM), for the others: top-dose activity change, negative = inhibition, hits mostly inhibitors; USP2 core, Ub-CHOP2 coupled fluorogenic reporter, 485/531; 0.01% of 330,000 active;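 note: potency is the fitted concentration of half-maximal effect; plate controls were DMSO wells for no effect and full inhibition by NEM control for full effect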
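Cell-free coupled assay: 10nM USP2 core preincubated 30min RT with compound in Tris-HCl pH 8.0/CaCl2/CHAPS buffer, then 25nM Ub-CHOP2 and 25nM reporter substrate; fluorescence (Ex 485/Em 531) read after 60min RT, normalized to NEM inhibition, concentration-response curves fitted.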
B2AR arrestin: qHTS assay of beta-arrestin-biased ligands of beta2-adrenergic receptor; Beta-2 adrenergic receptor (Homo sapiens), P07550; beta-arrestin recruitment to beta2AR, cell-based reporter; Potency, µM (highest dose often 46.1 µM), for inactives: at the highest dose activation, actives largely listed as activators; 0.02% of 330,000 active;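 note: potency is the fitted concentration of half-maximal effect; 0% = DMSO controls and full agonism = EC100 isoproterenol or metaproterenol; nearly all actives have a fitted effect of over 65% in size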
p53 reactivator: qHTS assay for re-activators of p53 using a Luc reporter; 0.063% of 320,000 active; AID 504706, 2011; Potency, µM (series often up to 92.2 µM), for the others: at the highest dose activity change, positive = activation, most hits filed as activators; H1299 p53-A138V BP100-luciferase reporter, luminescence, 24 h; note: potency is the fitted concentration of half-maximal effect; % of control where 0% means no effect; nearly all actives have a fitted effect of over 45% in size
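H1299 (p53-null), stable ts p53-A138V + BP100-Luc; 1000 cells/well, Opti-MEM/10% FBS; cpd 4 pt, 1:5; 24 h, 37 deg C, 5% CO2; detection reagent 10 min RT; luminescence.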
S-ASM inh: Inhibitors of Secretory Acid Sphingomyelinase (S-ASM): qHTS; AID 504937, 2011; 0.006% of 340,000 active; placental ASM, HMU-PC fluorogenic substrate, 60 min; Potency, µM (top dose mostly 57.5 µM), for inactives: top-dose activity change, negative = inhibition, actives largely listed as inhibitors; note: potency is the fitted concentration of half-maximal effect
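HMU-PC0 cleavage (9 uM final) by human placental ASM, 60 min at 37 °C following 10 min compound exposure at RT; stopped at pH 10, fluorescence Ex 386/Em 447 nm.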
* hit, by the source's call; ? = inconclusive; . = no result given; [ ] = remark or other dose. Unless noted, calls come from the whole dose curve; as a rule, active = well fitted curve in the direction sought with a large enough effect; inconclusive = small, poorly fitted or top-dose-only effect, or another doubt; inactive = no such curve, though single readings can be large; an effect the other way counts as inactive or inconclusive.

cpd | Molecule | a7 integrin act | ELG1 genotoxic | TRPV1 ag | BRCA1 expr up | PTAP TSG101 blk | Eya2 inh
1 | Cc1ccc2oc(C(=O)N(Cc3ccccc3)C3CCS(=O)(=O)C3)c(C)c2c1 (configuration not stated) | 20% | 3% | 12 | 0% | -4% | 10%
2 | CCOC(=O)C1CCN(C(=O)c2oc3ccc(S(=O)(=O)N4CCCCCC4)cc3c2C)CC1 | 1% | -3% | 20 | 2% | -5% | -11%
3 | COc1cccc(C(=O)Nc2cc(C(=O)NCCc3ccccc3)ccc2Cl)c1 | 6% | ? | 5 | 83% | -2% | -7%
4 | COc1ccc(CC(=O)NNS(=O)(=O)c2ccc3ccccc3c2)cc1OC | 10% | -5% | ? | -10% | 1% | 3%
5 | CCOc1ccc(-n2c(SCC(N)=O)nnc2-c2ccco2)cc1 | -17% | 0% | -3 | -11% | 0% | -9%
6 | CC(C)C[C@H]1COCCS(=O)(=O)N1Cc1cccc(C(F)(F)F)c1 | 10% | . | . | 0% | -7% | .
7 | CCCCN1C(=O)N(c2ccccc2Cl)C(C)(O)CC1(C)C (configuration not stated) | ? | -5% | ? | -18% | 0% | -20%
8 | O=c1[nH]ncn2cccc12 | 12% | 1% | . | -8% | 0% | -1%
9 | CC(=O)NCCn1c(SCC(=O)NCCc2ccc(S(N)(=O)=O)cc2)nc2ccccc2c1=O | -20% | 0% | -1 | -4% | 1% | -2%
10 | CCc1c(C)nc(N2CCN(c3cccc(OC)c3)CC2)[nH]c1=O | -5% | -7% | 4 | 0% | -3% | -1%
11 | CCOC(=O)C1CCCN(c2c(NCCN3CCCCC3CC)c(=O)c2=O)C1 (configuration not stated) | -7% | 3% | 1 | 0% | -1% | -16%
12 | CCOC(=O)[C@@H]1CCN(Cc2ccccc2)C[C@H]1c1ccccc1 | -17% | -3% | ? | -23% | -1% | -5%
13 | CCOc1ccc(/C=C2/C(=N)N3OC(C)=CC3=NC2=O)cc1OC | -11% | -1% | 0 | 8% | -9% | 13%
14 | COCC(C)NCc1cccc([N+](=O)[O-])c1 (configuration not stated) | -19% | 3% | -3 | 3% | -2% | 4%
15 | NC(=O)CSc1nnc2ccc(-c3ccco3)nn12 | ? | 1% | 1 | 3% | 5% | -2%

cpd | uPA surface inh | USP2a inh | B2AR arrestin | p53 reactivator | S-ASM inh
1 | 4% | 2% | 0.7% | . | -11%
2 | -1% | -10% | 0.3% | -14% | 0%
3 | 0% | 1% | 0.2% | 27% | 0%
4 | 8% | 1% | -0.5% | -5% | 2%
5 | 2% | 1% | 0.0% | 5% | 3%
6 | 20% | . | . | . | -2%
7 | 2% | -7% | -0.8% | -2% | -2%
8 | 4% | 2% | -0.2% | 6% | 0%
9 | 5% | 2% | 0.1% | -1% | 0%
10 | 24% | 0% | -0.7% | . | -2%
11 | 14% | -1% | 0.1% | -3% | 1%
12 | 5% | -1% | -0.4% | 0% | 1%
13 | -2% | 1% | 0.0% | -4% | 3%
14 | 12% | -1% | -1.1% | -3% | 4%
15 | -23% | -1% | -0.1% | -7% | 11%

Other compounds:
cpd | Molecule | a7 integrin act | ELG1 genotoxic | TRPV1 ag | BRCA1 expr up | PTAP TSG101 blk | Eya2 inh
16 | CNCc1ccccc1Sc1ccc(OC)cc1 | -30% | -1% | -1 | -2% | -3% | 3%
17 | CC1CCN(c2nc(Cl)nc(Nc3ccc([N+](=O)[O-])cc3)n2)CC1 | 13% | 12% | -5 | -27% | 0% | 3%
18 | CC(C)(C)NC(=O)CN(Cc1ccc2c(c1)OCO2)C(=O)CCC(=O)Nc1nccs1 | -7% | 9% | 3 | 1% | -2% | 5%
19 | COc1cccc(NS(=O)(=O)c2ccc3c(c2)C2C=CCC2C(c2ccc(C(=O)O)cc2)N3)c1 (configuration not stated) | 14% | -4% | -1 | -12% | -12% | 7%
20 | Cc1c(C(=O)N2CCCCC2)c(S(=O)(=O)Nc2cccc(Br)c2)c(C)n1C | 10µM* | 0%[9.26 µM] | 0 | 0% | -1% | 3%
21 | Cc1ccc(S(=O)(=O)N2CCCCC2CCNC(=O)C(=O)NC2CC2)cc1 (configuration not stated) | -9% | 1% | 6 | -48% | 0% | 31%
22 | C=CCn1c(CCc2ccc(OC(C)C)cc2)n[nH]c1=S | -7% | 0% | 3 | 82% | -4% | 1%
23 | O=C(CN1CCc2ccccc2C1)Nc1ccc(OC(F)(F)F)cc1 | 14% | 1% | -6 | -25% | -1% | -1%
24 | O=C(Nc1nc2ccc([N+](=O)[O-])cc2s1)C1CCCO1 (configuration not stated) | 6% | ? | 3 | ? | -3% | 5%
25 | CCCCOc1ccc(-c2nnc(-c3ccco3)o2)cc1 | 7% | 3.7µM* | 17 | 54% | -4% | 9%
26 | COc1ccc(C(=O)Nc2ccc(Cl)c(S(=O)(=O)Nc3ccccc3OC)c2)cc1 | -36% | 0% | 5 | -75% | -6% | 5%
27 | COCCCNC(=S)NNC(=S)Nc1ccccc1 | -9% | 7% | 0 | 21% | -1% | -16%
28 | CN(C)CCCOC(=O)c1cc2ccccc2o1 | -6% | 3% | 3 | -11% | 2% | 6%
29 | O=C(C1=COCCO1)N1CCN(S(=O)(=O)c2cccc(Cl)c2Cl)CC1 | -7% | -2% | 6 | 1% | -4% | -4%
30 | ClCCn1cnc2c(SCc3ccccc3)ncnc21 | -10% | . | . | ? | 1% | .

cpd | uPA surface inh | USP2a inh | B2AR arrestin | p53 reactivator | S-ASM inh
16 | 5% | 1% | -0.6% | -17% | -1%
17 | -14% | 3% | -0.4% | -16% | -19%
18 | 5% | -1% | 0.4% | 4% | -2%
19 | 2% | -11% | -0.2% | -19% | -29%
20 | 0% | 2% | -0.2% | -5% | 2%
21 | -5% | 2% | 0.0% | -9% | 2%
22 | 14% | 11% | -0.1% | 2% | 1%
23 | -1% | -3% | 0.5% | -7% | 6%
24 | 2% | 0% | -0.2% | 18% | -2%
25 | -4% | 1% | -1.1% | 12% | -6%
26 | -10% | 1% | -0.5% | 5% | -11%
27 | -1% | 1% | -0.6% | 5% | 0%
28 | 4% | -2% | -0.8% | -6% | -1%
29 | 3% | 1% | 0.1% | -8% | 2%
30 | -11% | . | . | . | -4%

Additional records
cpd | Molecule | a7 integrin act | ELG1 genotoxic | TRPV1 ag | BRCA1 expr up | PTAP TSG101 blk | Eya2 inh
31 | O=S(=O)(Cc1cc(N2CCOCC2)nc(-c2ccccn2)n1)c1ccccc1 | -3% | -9% | 0 | -51% | -4% | -6%
32 | N#C/C(=N\Nc1ccc(F)cc1)C(=N)N1CCCCCC1 | -15% | ? | ? | ? | -1% | 11%
33 | Cc1nc(Oc2ccccc2)c2oc3ccccc3c2n1 | -2% | 0% | 22 | -30% | -6% | 9%
34 | COc1ccc2ccccc2c1CN(C)Cc1ccccc1 | -25% | -9% | 2 | -24% | -2% | 3%

cpd | uPA surface inh | USP2a inh | B2AR arrestin | p53 reactivator | S-ASM inh
31 | 1% | 3% | 0.2% | -3% | -1%
32 | -9% | 17% | 0.4% | ? | -12%
33 | 3% | -1% | -0.5% | -1% | -4%
34 | -27% | -2% | -0.3% | 2% | 0%
